ATG4B inhibitor = ATG4B (human) cysteine protease inhibition; Q9Y4P1; actives 0.51% (n = 340,000); inhibition, % at 8.33 µM; ATG4B cleavage of LC3-PLA2, NBD-HPC fluorescence, 1 h; in the data active = inhibition above about 40%
Target sequence (Q9Y4P1 whole entry, looked up): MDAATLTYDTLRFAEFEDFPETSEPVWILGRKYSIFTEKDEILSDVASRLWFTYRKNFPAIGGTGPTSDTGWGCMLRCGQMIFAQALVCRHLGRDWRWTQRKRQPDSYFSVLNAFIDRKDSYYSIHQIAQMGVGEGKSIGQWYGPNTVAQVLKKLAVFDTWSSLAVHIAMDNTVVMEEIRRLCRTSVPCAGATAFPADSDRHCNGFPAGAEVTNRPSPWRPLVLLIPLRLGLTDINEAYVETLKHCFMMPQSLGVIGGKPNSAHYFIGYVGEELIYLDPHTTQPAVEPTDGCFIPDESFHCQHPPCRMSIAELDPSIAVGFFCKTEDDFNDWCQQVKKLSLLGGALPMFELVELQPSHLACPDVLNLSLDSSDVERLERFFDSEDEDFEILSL
APOBEC3A inh = blocks human APOBEC3A ssDNA deamination; P31941; recombinant A3A, FAM/TAMRA ssDNA deamination fluorescence; inhibition, % at 20 µM; actives 0.41% (n = 330,000); AID 493011;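 active = at least 40% inhibition at 20 µM here, with at most 30% in a related deaminase screen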;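 note: plate controls were A3A with DMSO for no effect and wells lacking A3A enzyme for full effect; some results filed as inactive read as strong as hits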
Target sequence (P31941 whole entry, looked up): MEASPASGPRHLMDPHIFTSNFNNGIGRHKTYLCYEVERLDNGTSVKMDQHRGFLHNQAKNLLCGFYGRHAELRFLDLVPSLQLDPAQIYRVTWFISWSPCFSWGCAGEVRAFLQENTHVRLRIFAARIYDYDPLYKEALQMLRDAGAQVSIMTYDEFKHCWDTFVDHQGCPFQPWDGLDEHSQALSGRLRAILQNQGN
PfGluPho inh = PfG6PD (Plasmodium falciparum) enzyme inhibition; PfGluPho enzyme, NADPH resazurin-diaphorase fluorescence; inhibition, % at 20 µM; actives 0.78% (n = 350,000); AID 504690;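 active = inhibition reaching at least a set limit at 20 µM in the primary screen, cut at about 59% in these data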;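 note: 0% = DMSO wells with substrate and 100% = DMSO wells lacking glucose-6-phosphate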
hIAP inh = blocks human intestinal alkaline phosphatase; actives 0.12% (n = 330,000); inhibition, % at 10 µM; purified IAP, CDP-Star luminescence, 30 min; AID 2544; P09923;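 active = inhibition reaching a set limit with compound at 10 µM in the primary screen, cut at about 35% in these data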;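 note: plate controls were DMSO wells with enzyme for no effect and no-enzyme buffer wells for full effect; values of inactives mirror those of a sister screen read the other way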
Target sequence (P09923 whole entry, looked up): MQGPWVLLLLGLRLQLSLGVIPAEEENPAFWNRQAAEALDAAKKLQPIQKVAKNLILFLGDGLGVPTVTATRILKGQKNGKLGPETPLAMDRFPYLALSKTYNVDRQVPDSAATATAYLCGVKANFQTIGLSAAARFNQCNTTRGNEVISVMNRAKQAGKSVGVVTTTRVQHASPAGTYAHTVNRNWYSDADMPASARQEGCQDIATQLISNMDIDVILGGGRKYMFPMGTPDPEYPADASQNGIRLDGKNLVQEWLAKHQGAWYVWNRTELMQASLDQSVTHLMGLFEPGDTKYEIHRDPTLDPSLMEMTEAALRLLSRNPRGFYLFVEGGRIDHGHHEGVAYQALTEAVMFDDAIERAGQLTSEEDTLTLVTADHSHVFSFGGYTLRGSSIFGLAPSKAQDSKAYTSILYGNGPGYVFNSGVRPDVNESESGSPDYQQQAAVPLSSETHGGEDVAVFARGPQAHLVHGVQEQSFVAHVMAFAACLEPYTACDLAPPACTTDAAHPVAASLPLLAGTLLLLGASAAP
mIAP act = increases mouse intestinal alkaline phosphatase activity | actives 0.24% (n = 330,000) | activation factor at 10 µM | muIAP, CDP-Star luminescence, 30 min; stronger effect = higher value; 1 = vehicle-only enzyme signal, 0 = enzyme-free wells;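 active = activation factor of at least 2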; note: the source names both 10 and 20 µM as test concentration; values of inactives mirror those of a sister screen read the other way
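System: mouse IAP enzyme. Reagent: CDP-Star chemiluminescent phosphatase substrate. Benchmarks: DMSO wells, no-enzyme wells. Times: 30 min enzyme-substrate-compound incubation at room temperature. Detection: luminescence from enzymatic CDP-Star hydrolysis. Doses: test compounds delivered from DMSO solution.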
hIAP activ = increases human intestinal alkaline phosphatase activity | P09923 | purified human IAP, CDP-Star luminescence, 30 min; stronger effect = higher value; 1 = vehicle-only enzyme, 0 = enzyme-free background | activation factor at 10 µM | actives 0.16% (n = 330,000);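 active = activation factor of the enzyme at least 2-fold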; note: the source names both 10 and 20 µM as test concentration; values of inactives mirror those of a sister screen read the other way
mIAP inh = mouse IAP inhibition. purified mouse IAP, CDP-Star luminescence, 30 min. inhibition, % at 10 µM. actives 0.2% (n = 330,000). AID 2806;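 active = inhibition of at least 40% at 10 µM in the primary screen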;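 note: plate controls were DMSO with enzyme for no effect and no enzyme wells for full effect; values of inactives mirror those of a sister screen read the other way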
HKDC1 inh = blocks human hexokinase HKDC1 activity. Q2TB90. recombinant HKDC1, G6PDH/diaphorase resazurin coupled fluorescence. inhibition, % at 20 µM. actives 0.16% (n = 340,000);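 active = inhibition above about 35% when tested at 20 µM, limit read from the data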;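 note: plate controls were DMSO wells with enzyme for no effect and DMSO wells lacking enzyme for full effect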
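Assay system: in-house recombinant HK5 (HKDC1) enzyme. Input: HKDC1 at 5 µg/mL. Medium: Tris pH 8.0 buffer with MgCl2, Tween-20, BSA, BME. Dosing: single 20 µM dose. Schedule: 90 min reaction incubation at room temperature, dark. Signal: resazurin-to-resorufin fluorescence via G6PDH and diaphorase coupling, 525/613 nm. Controls: DMSO-enzyme wells negative, buffer-substituted wells positive.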
An asterisk follows results filed as active; · = no result given.

SMILES	ATG4B inhibitor	APOBEC3A inh	PfGluPho inh	hIAP inh	mIAP act	hIAP activ	mIAP inh	HKDC1 inh
Cn1nc(CC(=O)NCc2cccc3ccccc23)c2ccccc2c1=O	8	-3	8	-7	1.1	1.1	-5	-8
COc1ccc(NC(=S)N2CCC(Cc3ccccc3)CC2)cc1	2	-1	15	-2	1	1	-1	-2
COC(=O)c1ccccc1Sc1snnc1C	-10	7	11	14	1	0.86	0	-12
CCCCn1c(O)c(/C=C/C=C/C=Nc2ccccc2)sc1=S	27	-6	-1	-2	0.63	1	37	4
C#CC1(NC(=O)NC(=O)c2c(F)cccc2F)CCCCC1	10	-1	-2	21	0.98	0.79	2	2
C=CCn1c(N)c(C(=O)N2CCN(C)CC2)sc1=S	20	2	19	-6	0.95	1.1	5	-10
c1ccc(Oc2ccc(-n3cnnn3)cc2)cc1	13	7	1	21	0.81	0.79	19	-10
CC(C)(O)CCCC(C)(O)c1ccc(C(=O)O)cc1O (stereo not given)	-4	13	-13	3	0.84	0.97	16	0
COc1ccc(NC(=O)CCC2CCCCC2)cc1S(=O)(=O)N1CCCCC1	-7	0	2	-66	1.7	1.7	-72	17
Cc1ccc(OCc2cc(C(=O)NCCn3cccn3)no2)cc1C	22	-1	-13	-2	0.89	1	11	-2
COc1ccc(CCNC(C(=O)Nc2cc(C)cc(C)c2)c2ccccc2)cc1 (stereo not given)	1	4	8	-25	1.2	1.3	-22	5
CC(C)Cn1nc(NS(=O)(=O)c2ccccc2)c2cc3ccccc3nc21	-6	-3	-31	33	0.96	0.67	4	0
C/C(CC(=O)NCc1ccccc1)=N\NC(=O)c1cnccn1	-6	-5	-14	-22	0.99	1.2	1	1
C=CCOC(=O)C(C#N)c1nc2ccccc2nc1N1CCCC1 (stereo not given)	0	-3	-20	9	0.95	0.91	5	1
O=C(Nc1cccc(Cl)c1)Nc1ccc2nccnc2c1	-12	2	42	8	1	0.92	-2	11
CC(C)CN(C(=O)COC(=O)c1cc2ccccc2oc1=O)C1CCS(=O)(=O)C1 (stereo not given)	·	1	·	-12	0.96	1.1	4	·
O=C(CCn1c(=O)oc2ccccc21)N1CCc2ccccc21	-9	-2	-14	9	1	0.91	0	-2
COC(=O)c1cccc(NC(=O)Nc2ccc(Cl)c(Cl)c2)c1	12	2	22	0	3*	0.99	-204	7
Cc1nn(-c2ccccc2)c2[nH]c(=O)c(CNCc3ccc4c(c3)OCO4)cc12	-3	-1	-7	1	1.1	0.99	-7	4
O=C(CSc1nnnn1C1CC1)N1CCN(Cc2ccccc2F)CC1	-2	2	-2	8	0.9	0.92	10	-6
C=CCN(c1ccccc1OC)S(=O)(=O)c1cccc(C(=O)NCc2cccs2)c1	-6	8	18	26	0.9	0.74	10	0
CCN1CCN(P2(=O)C=C(c3ccccc3)OC(c3ccccc3)=C2)CC1	-11	-3	-4	7	1.1	0.93	-8	-6
C/C(=N\NC(=O)c1cccc(N/N=C(\C)c2ccc([N+](=O)[O-])cc2)c1)c1ccc([N+](=O)[O-])cc1	-4	5	11	15	0.84	0.85	16	-4
Cc1cc(C)cc(NC(=O)CSc2ccc(-c3ccco3)nn2)c1	-5	-3	11	6	1	0.94	0	-1
Cc1ccc(NC(=O)c2ccc3snnc3c2)cc1C	-1	-3	19	-2	0.93	1	7	0
COc1ccccc1C1NC(=O)CCC1[N+](=O)[O-] (stereo not given)	1	8	-6	-11	1	1.1	-2	-5
CCOc1ccc(CCNC(=O)/C=C/c2ccco2)cc1OCC	-7	1	13	10	0.93	0.9	7	6
CC(C)C(=O)N1CCN(c2c(Cl)cccc2[N+](=O)[O-])CC1	12	-5	-7	-29	1.1	1.3	-11	-5
CC(=O)c1ccc(-n2c(C)c(C(C)=O)c3cc(O)ccc32)cc1	-6	-2	1	-2	0.96	1	4	6
C[C@H](NS(=O)(=O)c1ccc(Cl)c(Cl)c1)C(=O)OCc1cc(=O)n2cc(Br)ccc2n1	-16	23	12	-5	0.93	1.1	7	3
Cc1cnc(=O)[nH]c1SCc1cccc(C(F)(F)F)c1	-5	3	-20	-10	0.99	1.1	1	5
Cn1c(SCc2ccccc2C#N)nnc1-c1ccncc1	1	-4	7	-6	1	1.1	-2	-6
COc1ccc(C(=S)N2CCCC2)cc1OC	-9	-4	-4	10	0.93	0.9	7	-3
O=C(Cc1ccc(Cl)cc1)Nc1ccc(S(=O)(=O)N2CCOCC2)cc1	-6	-4	9	-3	1.1	1	-13	-5
COc1ccc(Cl)cc1Nc1ncnc2sc(C)c(S(=O)(=O)N3CCC(C)CC3)c12	0	4	-14	17	0.98	0.83	2	1
N#Cc1c(C(F)(F)F)cc(-c2ccccc2)n(N)c1=O	12	-4	-13	-2	1	1	-1	-1
Cc1cc(C)c(S(=O)(=O)N2CCCc3ccccc32)c(C)c1	3	-5	34	-10	0.95	1.1	5	3
CCCCOc1c(Br)cc(CNCCCN2CCOCC2)cc1OC	-4	0	0	-35	0.92	1.3	8	2
Cn1c(C(=O)O)c(C=O)c2ccccc21	2	6	4	2	1	0.98	-1	-4
Cc1ccc(S(=O)(=O)CC(=O)c2ccc(C)c([N+](=O)[O-])c2)cc1	-3	-3	-8	0	0.92	1	8	-5
CCc1ccc(N2CN=c3s/c(=C\c4ccccc4)c(=O)n3C2)cc1	-4	-2	12	14	0.96	0.86	4	2
CCc1ccc(-c2nnn(CC(=O)N(C3CCCC3)C3CCS(=O)(=O)C3)n2)cc1 (stereo not given)	-4	-5	-2	-9	0.97	1.1	3	2
O=C(N/N=C\c1ccccc1)c1cccc(C(=O)N/N=C\c2ccccc2)n1	-20	0	8	-10	0.83	1.1	17	5
OCC1(Cc2ccccc2)CCCN(C2CCCC2)C1 (stereo not given)	-6	3	2	4	1.1	0.96	-6	-5
CC1CC(=O)Nc2ccccc2N1C(=O)CN1CCN(C=O)CC1 (stereo not given)	-5	-2	9	-3	1	1	-1	-7
COc1c(F)c(F)c(C(=O)Nc2ccccc2N2CCN(C(C)=O)CC2)c(F)c1F	-3	-3	-4	1	1	0.99	-2	-6
COc1cccc(N2CC(C(=O)Nc3nnc(SCC(=O)NC4CCCC4)s3)CC2=O)c1 (stereo not given)	3	1	1	25	1.1	0.75	-8	-8
CCOc1cc(CNS(=O)(=O)c2cn(C)cn2)cc(OCC)c1OCC	5	-1	-14	12	0.99	0.88	1	-2
CCC1CCCCN1S(=O)(=O)c1ccc2c(c1)CCN2C(C)=O (stereo not given)	-4	-6	-1	13	1	0.87	-2	0
CCOC(=O)c1c(NC(=O)CN(CC)CC)sc2c1CCC2	2	-3	6	-1	0.94	1	6	-2
Cc1ccc(S(=O)(=O)N2CCC(C(=O)NCc3ccccc3CN3CCCC3)CC2)cc1	-1	-3	-2	-2	1.1	1	-7	2
CCOC(=O)c1oc2ccccc2c1CN1CCN(c2ccccc2)CC1	1	1	16	-11	0.82	1.1	18	11
O=C(c1cccc(C(F)(F)F)c1)c1c[nH]c(C(=O)NCCCN2CCOCC2)c1	-7	-3	2	-17	1.1	1.2	-7	-1
O=[N+]([O-])c1c(NCCCO)cc(SCc2ccco2)c2nonc12	0	25	28	-8	0.46	1.1	54*	2
CSc1ncc(C(=O)Nc2cccc(Cl)c2C)c(C)n1	-3	0	27	11	1	0.89	0	-3
O=S(=O)(Nc1ccc(-c2ccc3nncn3n2)cc1)c1ccccc1F	-2	1	4	8	1	0.92	-1	13
O=C1C=C(c2ccc(Oc3ccccc3)cc2)C[C@@H](c2ccc(Cl)cc2)C1	0	-6	12	3	0.9	0.97	10	1
COC(=O)C1=CN(c2cccc(C(F)(F)F)c2)C=C(C(=O)OC)C1c1ccc(O)c(OC)c1	2	-3	31	-14	0.95	1.1	5	1
Cc1ccc(-c2c(C(=O)O)c(C(=O)O)c3n2CSC3)cc1	8	-2	-5	11	0.93	0.89	7	-1
CC(C)(C)C(=O)Nc1ccc(C(=O)Nc2cc(NC(=O)c3ccc(NC(=O)C(C)(C)C)cc3)cc(C(=O)O)c2)cc1	-11	2	-7	-11	1	1.1	-1	0
Going on with the list.
SMILES	ATG4B inhibitor	APOBEC3A inh	PfGluPho inh	hIAP inh	mIAP act	hIAP activ	mIAP inh	HKDC1 inh
CC(C(=O)Nc1ccc(C#N)cc1)N(C)CC(=O)Nc1cccc(F)c1 (stereo not given)	2	1	-11	-12	1.2	1.1	-16	-11
O=C1C(c2ccc(F)cc2)N(Cc2ccc3c(c2)OCO3)C(=O)CN1C1CCCC1 (stereo not given)	12	4	2	17	0.86	0.83	14	-9
O=C(Nc1cccc(-c2csc(Nc3ccc(Cl)cc3)n2)c1)c1ccccc1	20	-3	24	-1	0.94	1	6	-3
Cc1cc(C(=O)N[C@H](c2ccccc2)[C@@]2(C)C[C@@H]2[C@@H](C)C(=O)Nc2ccc3ccccc3c2)no1	-6	-5	23	9	1.6	0.91	-55	2
Cc1ccc(CNC(=O)CSc2nccn(-c3ccc(C)c(F)c3)c2=O)cc1	-8	2	10	-2	0.89	1	11	0
CC(=O)c1ccccc1NC(=O)CSc1nnc(Cc2csc(C)n2)o1	0	-1	-10	-7	1.1	1.1	-6	-3

Some of the entries above in a different format:
mol | ATG4B inhibitor | APOBEC3A inh | PfGluPho inh | hIAP inh | mIAP act | hIAP activ | mIAP inh | HKDC1 inh
CCC1CCCCN1S(=O)(=O)c1ccc2c(c1)CCN2C(C)=O (stereo not given) | -4 | -6 | -1 | 13 | 1 | 0.87 | -2 | 0
CCOC(=O)c1c(NC(=O)CN(CC)CC)sc2c1CCC2 | 2 | -3 | 6 | -1 | 0.94 | 1 | 6 | -2
Cc1ccc(S(=O)(=O)N2CCC(C(=O)NCc3ccccc3CN3CCCC3)CC2)cc1 | -1 | -3 | -2 | -2 | 1.1 | 1 | -7 | 2
CCOC(=O)c1oc2ccccc2c1CN1CCN(c2ccccc2)CC1 | 1 | 1 | 16 | -11 | 0.82 | 1.1 | 18 | 11
O=C(c1cccc(C(F)(F)F)c1)c1c[nH]c(C(=O)NCCCN2CCOCC2)c1 | -7 | -3 | 2 | -17 | 1.1 | 1.2 | -7 | -1
O=[N+]([O-])c1c(NCCCO)cc(SCc2ccco2)c2nonc12 | 0 | 25 | 28 | -8 | 0.46 | 1.1 | 54* | 2
CSc1ncc(C(=O)Nc2cccc(Cl)c2C)c(C)n1 | -3 | 0 | 27 | 11 | 1 | 0.89 | 0 | -3
O=S(=O)(Nc1ccc(-c2ccc3nncn3n2)cc1)c1ccccc1F | -2 | 1 | 4 | 8 | 1 | 0.92 | -1 | 13
O=C1C=C(c2ccc(Oc3ccccc3)cc2)C[C@@H](c2ccc(Cl)cc2)C1 | 0 | -6 | 12 | 3 | 0.9 | 0.97 | 10 | 1
COC(=O)C1=CN(c2cccc(C(F)(F)F)c2)C=C(C(=O)OC)C1c1ccc(O)c(OC)c1 | 2 | -3 | 31 | -14 | 0.95 | 1.1 | 5 | 1
Cc1ccc(-c2c(C(=O)O)c(C(=O)O)c3n2CSC3)cc1 | 8 | -2 | -5 | 11 | 0.93 | 0.89 | 7 | -1
CC(C)(C)C(=O)Nc1ccc(C(=O)Nc2cc(NC(=O)c3ccc(NC(=O)C(C)(C)C)cc3)cc(C(=O)O)c2)cc1 | -11 | 2 | -7 | -11 | 1 | 1.1 | -1 | 0
CC(C(=O)Nc1ccc(C#N)cc1)N(C)CC(=O)Nc1cccc(F)c1 (stereo not given) | 2 | 1 | -11 | -12 | 1.2 | 1.1 | -16 | -11
O=C1C(c2ccc(F)cc2)N(Cc2ccc3c(c2)OCO3)C(=O)CN1C1CCCC1 (stereo not given) | 12 | 4 | 2 | 17 | 0.86 | 0.83 | 14 | -9
O=C(Nc1cccc(-c2csc(Nc3ccc(Cl)cc3)n2)c1)c1ccccc1 | 20 | -3 | 24 | -1 | 0.94 | 1 | 6 | -3
